S1P4 antag = antagonists of human S1P4 receptor. O95977. S1P4-expressing cells, antagonist mode, reporter read-out. inhibition, % at 4.98 µM. 0.26% of 220,000 active. AID 1510; in the data active means inhibition above about 29%;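 further: 0% = wells stimulated with agonist and 100% = vehicle wells without agonist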
Target sequence (O95977 whole entry, looked up): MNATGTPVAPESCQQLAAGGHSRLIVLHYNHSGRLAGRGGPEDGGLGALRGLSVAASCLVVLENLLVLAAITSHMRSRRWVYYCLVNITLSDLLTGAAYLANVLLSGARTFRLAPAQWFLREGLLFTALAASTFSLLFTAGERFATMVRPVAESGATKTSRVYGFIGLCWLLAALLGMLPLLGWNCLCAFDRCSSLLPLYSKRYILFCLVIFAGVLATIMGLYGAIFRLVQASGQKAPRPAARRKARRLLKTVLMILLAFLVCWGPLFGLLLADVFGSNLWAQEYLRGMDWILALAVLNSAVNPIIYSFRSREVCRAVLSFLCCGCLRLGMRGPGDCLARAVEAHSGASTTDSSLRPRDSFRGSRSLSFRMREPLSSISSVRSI
Ba/F3 V617F tox = reduce viability of Ba/F3 cells dependent on JAK2V617F | Ba/F3 EpoR-JAK2V617F viability, ATP luminescence | inhibition, % at 5.6 µM | 1.1% of 220,000 active;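 active means inhibition above the campaign mean plus 3 SD over all tested compounds, cut at about 24% in these data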;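 further: cytokine-independent growth of Ba/F3 cells driven by EpoR plus mutant JAK2; 0% = DMSO-treated cells and 100% = JAK inhibitor I control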
PERK inhibitor = human PERK inhibition, primary cell-based screen; Q9NZJ5; CHO PERK-DD fusion, SEAP luminescence translation reporter; inhibition, % at 5.6 µM; 0.17% of 220,000 active;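 active means inhibition above the mean inhibition of all tested compounds plus 3 SD, set separately per screening campaign, cut at about 2.9% in these data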;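 further: PERK kinase domain activated by AP20187 dimerizer at 100 nM; 0% = DMSO with dimerizer and 100% = rapamycin at 8.4 µM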
S1P4 agonist = human S1P4 receptor agonism | activation, % at 4.98 µM | O95977 | 0.35% of 220,000 active | S1P4-expressing cell line, agonist reporter assay; in the data active means activation above about 11%;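 further: 0% = DMSO vehicle and 100% = reference agonist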
NPY-Y2 PAM-ag = potentiates or activates human NPY-Y2 receptor; cells expressing NPY-Y2, potentiator/agonist read-out; activation, % at 3.6 µM; 0.45% of 220,000 active; in the data active means activation above about 27%;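 further: cells stimulated with NPY near EC25 plus isoproterenol at EC100; 0% = vehicle plus submaximal agonist and 100% = vehicle plus saturating agonist; some results beyond the cut were filed as inactive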
eIF4E 4G PPI = blocks eIF4E binding to eIF4G; TR-FRET eIF4E-eIF4GI(517-606) binding, 2 h; inhibition, % at 21.7 µM; 0.37% of 220,000 active; AID 782;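 active means inhibition above about 30%, limit read from the data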;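 further: 0% = full FRET control wells and 100% = background wells lacking eIF4GI fragment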
Mdm2 ligase inh = blocks human Mdm2 ubiquitin ligase activity. Q00987. 0.11% of 210,000 active. cell-based MDM2 ubiquitination luciferase reporter, 2 h; 0 = plate control, 100 = twice control, blank-subtracted. signal enhancement, % at 5 µM;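 active means signal enhancement of 30% or more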;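 further: luminescence tracks abundance of the self-degrading MDM2-luciferase fusion protein; higher signal means inhibition of MDM2 E3 ligase activity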
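Buffer or medium: Cells held in DMEM | Assay system: Stable mammalian line carrying autodegrading MDM2–luciferase fusion reporter | Quantity: 2000 cells/well | Times: 4 h settle plus 2 h compound, 37 °C | Doses: One concentration, 5 µM, with 0.2% DMSO | Technique: Luminescence with SteadyLite reagent, 15 min at room temperature | Benchmarks: Plate controls and plate blanks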
Wee1 degr inh = human Wee1 degradation inhibition, primary screen; P30291; HeLa Luc-Wee1K328M stability, luciferase luminescence; 100% = proteasome inhibitor MG132 effect; reporter increase, % at 5 µM; 1.2% of 220,000 active; AID 1321;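 active means activation above the mean of all tested compounds plus 3 SD, set per screening run, cut at about 8.8% in these data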;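 further: cells exposed to compound for 20 h before luminescence read; 0% = DMSO alone and 100% = MG132 at 30 µM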
Target sequence (P30291 whole entry K328M): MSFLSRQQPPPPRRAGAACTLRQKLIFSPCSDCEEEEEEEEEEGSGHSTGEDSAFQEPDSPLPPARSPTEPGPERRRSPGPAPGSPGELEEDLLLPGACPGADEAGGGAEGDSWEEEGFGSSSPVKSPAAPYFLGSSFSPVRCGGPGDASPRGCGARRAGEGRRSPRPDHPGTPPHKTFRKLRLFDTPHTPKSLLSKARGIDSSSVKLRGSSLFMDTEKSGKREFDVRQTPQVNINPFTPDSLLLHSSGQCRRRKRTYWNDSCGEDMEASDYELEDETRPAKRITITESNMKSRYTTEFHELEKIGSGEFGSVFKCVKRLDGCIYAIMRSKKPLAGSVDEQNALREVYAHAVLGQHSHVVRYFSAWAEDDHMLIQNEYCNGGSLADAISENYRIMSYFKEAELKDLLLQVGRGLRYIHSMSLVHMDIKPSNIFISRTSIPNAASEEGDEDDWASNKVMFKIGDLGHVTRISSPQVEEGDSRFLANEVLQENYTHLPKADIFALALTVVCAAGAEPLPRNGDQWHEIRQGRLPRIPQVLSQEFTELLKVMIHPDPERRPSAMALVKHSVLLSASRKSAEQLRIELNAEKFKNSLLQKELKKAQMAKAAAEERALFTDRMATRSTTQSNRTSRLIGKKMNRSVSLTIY
BaF3 parental = reduces parental Ba/F3 cell viability, JAK2V617F counter-screen; CellTiter-Glo ATP luminescence; inhibition, % at 5.6 µM; 1.1% of 220,000 active; AID 1486;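 active means inhibition above a per-campaign cutoff, the mean inhibition of all tested compounds plus 3 SD, cut at about 27% in these data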;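 further: 0% = DMSO wells and 100% = JAK Inhibitor I control wells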
* marks the source's active call; other numbers are inactive results; x = not tested or not shown; [ ] = another dose, or the depositor's remark. Rows were taken by chance, and some 4.1% of all compounds hit somewhere here.

SMILES	S1P4 antag	Ba/F3 V617F tox	PERK inhibitor	S1P4 agonist	NPY-Y2 PAM-ag	eIF4E 4G PPI	Mdm2 ligase inh	Wee1 degr inh	BaF3 parental
O=C(NCCN1CCN(Cc2ccc([N+](=O)[O-])cc2)CC1)C(=O)Nc1ccccc1	-9	-2	2.1	-0.6	-8	3[fluorescence artefact?]	6	-2	-3
COc1cc(C(=O)c2ccccc2Cl)c([N+](=O)[O-])cc1OC	4	0	2.1	1.7	27	0	-8	2	4
Cc1ccccc1OCC(O)Cn1c2ccccc2c2ccccc21 (centres undefined)	-17	-3	0.5	0.0	1	4	2	-1	7
COCCNC(=S)N1CCN(c2cccc(C)c2C)CC1	2	-1	0.1	-0.8	4	-2	-7	-2	0
O=C(N/C=N/OCc1cccc(C(F)(F)F)c1)N1OC[C@@H]2COc3ccc4ccccc4c3[C@@H]21	-4	-2	-0.3	0.8	5	10	x	-2	3
Cc1cc(C)nc(N/N=C/c2ccccc2)n1	-9	0	0.8	1.7	9	3	11	0	7
CC(NC(=O)CCCn1cc([N+](=O)[O-])cn1)c1ccccc1 (centres undefined)	-1	3	0.3	1.1	-5	4	-5	0	7
OCCC1CN(Cc2nc3c(s2)CCCC3)CCN1Cc1ccccc1 (centres undefined)	0	1	-1.5	-0.9	-11	-6	-10	-1	3
Oc1ccccc1-c1cc(-c2ccco2)[nH]n1	-3	-4	-0.4	2.3	-1	3	-14	1	3
COc1ccc2c(c1)CCC/C2=N\NC(=O)c1ccoc1C	-4	0	0.8	0.2	9	1	3	2	9
Cc1cc(C(C)(C)C)oc1C(=O)N1CCN(C(=O)c2oc(C(C)(C)C)cc2C)CC1	-6	-2	-0.4	-1.1	-2	5	-5	4	4
Oc1ccc(CNc2ccccc2)c2cccnc12	-15	-1	0.4	2.1	15	4	-2	5	5
c1ccc(CN2CCN(CCCNc3ccc4nnc(-c5ccccc5)n4n3)CC2)cc1	-3	-1	-0.6	-0.3	-2	-2	-21	-1	1
CCNc1nc(Oc2ccc(=O)n(-c3ccccc3)n2)nc(N(C)C)n1	-8	-3	-0.6	1.1	-29	5	-4	2	1
O=c1c2ccccc2n2nnnc2n1-c1ccccc1	-10	-2	2.6	-0.1	5	-3	0	-3	4
O=C(NN=C1CCCCCC1)c1c[nH]c2ccccc12	-11	-1	0.4	1.9	-5	-4	-31	-3	1
COc1cc(C(=O)N(Cc2cc3cc(C)ccc3[nH]c2=O)CC2CCCO2)cc(OC)c1OC (centres undefined)	-24	-4	0.5	-0.4	4	1	-5	0	2
NC(=O)N1CCN(C(=O)c2ccco2)CC1	6	-2	2.0	0.6	14	5	-12	1	2
O=C(O)CNC(=S)N(Cc1ccccc1)Cc1cccs1	-9	-3	-0.5	-3.7	0	1	-2	-3	-1
CNC(=S)NNC(=O)c1cccs1	22	-3	-0.7	1.2	6	1	-7	2	0

Individual results from the results shown:
`CCNc1nc(Oc2ccc(=O)n(-c3ccccc3)n2)nc(N(C)C)n1` in S1P4 agonist has 1.1
`c1ccc(CN2CCN(CCCNc3ccc4nnc(-c5ccccc5)n4n3)CC2)cc1` in Mdm2 ligase inh has -21

Next section
SMILES	S1P4 antag	Ba/F3 V617F tox	PERK inhibitor	S1P4 agonist	NPY-Y2 PAM-ag	eIF4E 4G PPI	Mdm2 ligase inh	Wee1 degr inh	BaF3 parental
CC(NCCc1ccc(O)cc1)C(O)c1ccc(O)cc1 (centres undefined)	1	-1	1.8	1.1	33	-1	x	2	4
COc1cc(/C=N/Nc2nc(=O)[nH]nc2C)cc([N+](=O)[O-])c1O	-12	-4	0.2	-0.5	12	-2	-9	-2	0
CC(=O)Nc1ccc(S(=O)(=O)NNC(=O)COc2ccc(C(C)(C)C)cc2)cc1	-2	-2	0.2	-3.6	-16	-1	-13	-2	2
CCc1nc2ccc(C(=O)Nc3nnc(C)s3)cc2nc1CC	2	0	1.8	1.7	4	4	-1	2	8
COc1ccc(C(=O)NCC(=O)N/N=C/c2ccc([N+](=O)[O-])s2)cc1OC	11	3	0.5	-1.5	11	3	-4	-1	7
CCOC(=O)CSc1nnc(Cc2ccccc2)n1Cc1ccco1	-17	3	1.1	0.6	-5	0	-6	-1	5
COC(=O)c1cnn(-c2nc3c(C)cccc3s2)c1C	-19	3	-0.3	2.2	-3	-17	x	0	2
CC(CCc1ccccc1)NC(=O)CNC(=O)COc1ccccc1 (centres undefined)	8	-1	1.6	-0.2	-8	0	-1	4	-1
CCCC(C(=O)NC1CCCCC1)N(Cc1ccco1)C(=O)CNS(=O)(=O)c1ccccc1 (centres undefined)	-17	-1	-1.5	1.1	-2	-2	-19	0	7
CCn1c(SCC(=O)c2ccccc2)nnc1-c1cccs1	10	2	-0.9	-1.2	-14	1[fluorescence artefact?]	-10	1	2
Cc1ccc(-c2nnn(CC(=O)N(Cc3cccs3)C(C(=O)NCC3CCCO3)c3ccco3)n2)o1 (centres undefined)	-5	-5	-0.2	1.0	6	1	-4	2	2
N#Cc1nc(COc2cccc(Cl)c2)oc1NCc1ccco1	-30	0	-0.4	1.5	7	-4	-6	-2	3
COCCn1nnnc1C(c1cccs1)N1CCN2CCCC2C1 (centres undefined)	-14	0	-0.1	1.4	2	2	-5	7	0
C=CCN(CC=C)C(=O)Nc1cc(Cl)ccc1OC	-4	-6	0.6	0.0	-6	8	-19	2	3
Cc1ccc(-c2cc(Cc3cccs3)c(=O)[nH]n2)cc1	-19	0	-1.6	2.9	-4	-3	-5	1	2
CCN(CCO)Cc1csc2ccccc12	-16	3	0.8	0.4	6	6	-19	-3	5
CC(C)(C)C(=O)[C@@H]1[C@@H]2C(=O)N(c3ccc4c(c3)OCCO4)C(=O)[C@@H]2C2c3ccccc3C=CN21 (some centres undefined)	-4	-2	0.7	-0.3	6	0	-8	-3	0
CCCC(=O)Nc1ccc(NC(=O)CCc2ccccc2)cn1	-14	-2	0.1	-0.8	17	7	0	-3	1
Cc1c(NC(=O)C2(c3ccccc3)CCOCC2)c(=O)n(-c2ccccc2)n1C	-10	-2	2.0	-0.2	-3	-8[fluorescence artefact?]	-8	-1	1
CCCCSC(=O)Nc1ccccc1	-16	-1	0.8	1.3	-3	-2	-15	-3	4
CC(OC(=O)Cc1coc2ccc3ccccc3c12)C(=O)Nc1ncc(Cl)cc1Cl (centres undefined)	0	3	0.3	0.8	-16	2	3	-3	3
CCCCNC(=S)NNC(=O)c1cccnc1	-10	-4	0.0	-1.2	-8	1	-4	-2	3
CN1C(=O)CC2(CC(=O)N(Cc3ccccc3)C2)C1=O (centres undefined)	-16	0	1.6	0.0	4	-1[fluorescence artefact?]	0	0	6
N#CC1=C(O)CCCn2c1nc1ccccc1c2=O	12	-6	0.3	-2.3	-5	-3	-3	-1	-2
CCCCCCn1c(N2CCC(C(N)=O)CC2)nc2c1c(=O)[nH]c(=O)n2C	4	1	1.5	-1.0	-1	4	-15	-2	3
CCOC(=O)c1sc2cc([N+](=O)[O-])cc(SCC(C)C)c2c1N	3	-4	1.3	-0.2	14	-8[fluorescence artefact?]	5	0	1
CCC(C)(C)NC(=O)C(OC(=O)c1cc2sccc2n1C)c1ccc(OC)cc1 (centres undefined)	-6	1	-0.6	0.9	-16	-5	-5	-3	4
CCOC(=O)c1c(NC(=O)c2cccs2)sc(CC)c1-c1cccs1	-17	-1	-0.3	-1.4	-16	9	-1	1	4
O=C(N=C1SCC(=O)N1c1ccccc1Cl)c1ccccc1	-1	0	-0.5	0.5	-7	1	-9	1	3
CC(=O)N(Cc1cccnc1)c1cccc(-c2nc3ccccc3s2)c1	-7	3	-0.7	0.1	-3	0	-5	1	5
CC(C)(C)C1=Nn2c(nnc2-c2ccco2)SC1	1	-1	-0.2	0.2	-2	2[fluorescence artefact?]	-16	-1	5
Cc1nn(Cc2ccccc2)c(N)c1C#N	3	-1	1.3	0.2	27	-10	-22	-2	1
CCN(CC)S(=O)(=O)N1CCC(C(=O)NCCN2CCOCC2)CC1	6	-3	0.9	1.2	-1	0	-30	-3	3
Cc1ncoc1C(=O)Nc1cccc(Cl)c1C	6	-5	1.6	1.1	10	2[fluorescence artefact?]	-15	-2	5
O=C(COc1ccc(Br)cc1Cl)NC(=O)NCc1ccccc1	-24	2	0.1	0.6	-2	-2	-14	5	5
CCOC(=O)N=Nc1c(O)n(C)c2ccccc12	-24	-1	0.1	1.1	-10	12[fluorescence artefact?]	2	7	1
O=C(N/N=C(\Cc1ncc[nH]1)c1ccccc1)c1cccnc1	-8	4	0.7	1.2	-10	2	-29	-2	6
c1cc(-c2nnc3sc(C4CCCCC4)nn23)ccn1	-30	-8	0.0	1.4	3	1	-6	3	0
CC(C)C[C@H]1C(=O)N2CCC[C@H]2[C@]2(O)O[C@](NC(=O)[C@@H]3C=C4c5cccc6[nH]c(Br)c(c56)CC4N(C)C3)(C(C)C)C(=O)N12 (some centres undefined)	-28	-2	-1.7	1.5	25	-2	x	5	6
CS(=O)(=O)N(CC(=O)Nc1ccccc1Cl)c1ccc(Cl)cc1	-27	-2	0.0	1.9	2	-1	4	0	7
Cc1ccc(NC(NC(=O)c2cccs2)C(Cl)(Cl)Cl)cc1C (centres undefined)	-1	-4	0.1	1.7	1	9	-15	-3	1
CCN(C(=O)c1c(-c2ccccc2)noc1C)c1ccccc1	11	-2	1.2	-0.1	13	-5[fluorescence artefact?]	-7	-1	2
CC12CCC(C/C1=N/O)C2(C)C (centres undefined)	-9	1	1.4	-0.9	-3	1	-3	0	3
CCCn1c(=O)c(C(=O)NCc2ccc(OC)c(OC)c2)c(O)c2ccccc21	0	-3	0.0	1.3	-6	14[fluorescence artefact?]	-18	3	2
COc1ccc(-c2cc(C(=O)Nc3c(C)n(C)n(-c4ccccc4)c3=O)no2)cc1	-7	-1	0.3	2.7	-3	-4	-4	8	3
COC(=O)c1c(NC(=O)CN2C(=O)NC(CCc3ccccc3)C2=O)sc2c1CCCCC2 (centres undefined)	-14	-1	0.4	0.7	9	-2	-17	-3	5
Cc1nnnn1/C(=C\c1ccccc1)C(=O)OCC(=O)N(C)C1CCS(=O)(=O)C1 (centres undefined)	-3	-3	1.8	0.3	9	0	7	-1	8
Cc1cc(NS(=O)(=O)c2ccc(NC(=O)CCCOc3ccccc3)cc2)no1	-1	5	2.5	0.9	1	0	-9	-1	3
O=C(NC1CCCCC1)C(c1ccco1)N(Cc1cccnc1)C(=O)C1COc2ccccc2O1 (centres undefined)	-26	4	-1.6	1.2	-5	-10[fluorescence artefact?]	-16	0	5
O=C(NCc1ccco1)c1cnn2c1NC(c1ccccc1)CC2C(F)(F)F (centres undefined)	-18	-2	-0.2	1.3	-7	5	-9	-1	0
C=CCn1c(O)c(N=NC(=O)C(O)c2ccccc2)c2ccccc21 (centres undefined)	-5	-4	-1.4	-0.8	-1	-5	-6	-1	-3

At a glance, some entries already given.
SMILES	S1P4 antag	Ba/F3 V617F tox	PERK inhibitor	S1P4 agonist	NPY-Y2 PAM-ag	eIF4E 4G PPI	Mdm2 ligase inh	Wee1 degr inh	BaF3 parental
COc1ccc(-c2cc(C(=O)Nc3c(C)n(C)n(-c4ccccc4)c3=O)no2)cc1	-7	-1	0.3	2.7	-3	-4	-4	8	3
COC(=O)c1c(NC(=O)CN2C(=O)NC(CCc3ccccc3)C2=O)sc2c1CCCCC2 (centres undefined)	-14	-1	0.4	0.7	9	-2	-17	-3	5
Cc1nnnn1/C(=C\c1ccccc1)C(=O)OCC(=O)N(C)C1CCS(=O)(=O)C1 (centres undefined)	-3	-3	1.8	0.3	9	0	7	-1	8

Screening results from PubChem BioAssay.
